HePTP inh: inhibitors of human HePTP phosphatase, primary screen, biochemical, absorbance, leukemia target; hit rate 0.64% among 110,000; recombinant HePTP phosphatase activity, OD absorbance; inhibition, % at 20 µM; in the data active means inhibition above about 50%;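 further: plate controls were vehicle for no effect and reference inhibitor for full effect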
BAP1 block: inhibitors of BAP1 deubiquitinase, primary screen, biochemical, Ub-AMC fluorescence, kinetic; Ubiquitin carboxyl-terminal hydrolase BAP1 (Homo sapiens), Q92560; recombinant BAP1, Ub-AMC hydrolysis fluorescence kinetic; stronger effect = lower value; activity remaining (% of control), % at 20 µM; hit rate 0.48% among 72,000; AID 436, 2006;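 active means activity remaining at or below 50% of control, provided the compound also passes the data quality filters; inactive means the rest, including low values that fail the filters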;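 further: 100% = DMSO wells rate and 0% = substrate alone blank rate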
Target sequence (Q92560 whole entry, looked up): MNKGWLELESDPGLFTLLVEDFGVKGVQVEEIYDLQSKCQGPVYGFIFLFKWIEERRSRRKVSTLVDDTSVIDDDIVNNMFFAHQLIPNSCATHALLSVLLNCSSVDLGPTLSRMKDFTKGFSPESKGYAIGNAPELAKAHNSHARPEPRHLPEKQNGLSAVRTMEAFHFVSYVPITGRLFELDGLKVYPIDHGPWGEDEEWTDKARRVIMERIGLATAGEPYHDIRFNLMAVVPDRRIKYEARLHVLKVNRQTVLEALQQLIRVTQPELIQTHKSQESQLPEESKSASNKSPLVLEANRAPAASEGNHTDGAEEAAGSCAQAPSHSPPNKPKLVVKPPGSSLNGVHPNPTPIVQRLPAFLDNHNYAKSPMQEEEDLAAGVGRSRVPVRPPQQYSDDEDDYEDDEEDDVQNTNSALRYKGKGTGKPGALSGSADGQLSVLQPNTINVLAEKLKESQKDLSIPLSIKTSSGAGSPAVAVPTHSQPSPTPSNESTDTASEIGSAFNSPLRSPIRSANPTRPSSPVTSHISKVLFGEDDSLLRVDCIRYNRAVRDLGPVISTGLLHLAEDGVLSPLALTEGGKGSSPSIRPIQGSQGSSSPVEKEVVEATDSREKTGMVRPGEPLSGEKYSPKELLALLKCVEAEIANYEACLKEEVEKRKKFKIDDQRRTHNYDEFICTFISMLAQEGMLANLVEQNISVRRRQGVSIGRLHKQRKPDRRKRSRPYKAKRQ
An asterisk follows results filed as active; i = inactive; · = no result given; & = joins results of further samples.

SMILES | HePTP inh | BAP1 block
CC1=CC(=O)C=C/C1=N/OC1=C(O/N=C2/C=CC(=O)C=C2C)C(=O)c2ccccc2C1=O | 7 | ·
COC(=O)n1c(=O)oc2cc(S(=O)(=O)N3CCCCC3)ccc21 | 1 | 108
CCC(=O)N/C(N)=N\c1nc(OC)c2cc(C)ccc2n1 | 7 | ·
Cc1cc(Cl)c(S(=O)(=O)NCC2CCCO2)cc1OCC(N)=O (centres undefined) | 7 | 100
COC(=O)Nc1ccc(OCc2ccccc2)cc1 | 9 | 144
Cc1ccc(NC(=O)c2ccco2)cc1NC(=O)c1ccccc1 | 6 | ·
Nc1ncc(Cc2ccc(Cl)c(Cl)c2)s1 | 6 | ·
CCC(=O)N1CCN(c2ccc(NC(=O)c3ccco3)cc2)CC1 | -9 | 168
CC1=C(C(=O)Nc2ccc(C)cc2)C(c2cc(Br)ccc2O)NC(=O)N1 (centres undefined) | -6 | ·
Cc1nc(NC(C)C)c2oc3ccccc3c2n1 | 1 | ·
CSc1ccc(/C=C2/SC(=O)N(CN3CCOCC3)C2=O)cc1 | 10 | ·
CSc1ccccc1NC(=O)COc1ccc(S(=O)(=O)N2CCCC2)cc1 | 4 | 75

Structures above containing a Cl atom (2):
SMILES | HePTP inh | BAP1 block
Cc1cc(Cl)c(S(=O)(=O)NCC2CCCO2)cc1OCC(N)=O (centres undefined) | 7 | 100
Nc1ncc(Cc2ccc(Cl)c(Cl)c2)s1 | 6 | ·

(further entries)
SMILES | HePTP inh | BAP1 block
CCSc1nnc2c(n1)OC=Nc1ccc(Br)cc1-2 | -2 | 99
Cc1ccccc1CN1CCN(S(C)(=O)=O)CC1 | 4 | ·
CCc1ccccc1NC(=O)c1cc(-c2cccc(O)c2)on1 | 4 | 86
Cc1ccc(C(=O)N(CC(=O)NC2CCCC2)Cc2cccs2)s1 | -1 | 94
CCOC(=O)c1sc2nc(C)n(/N=C/c3ccc4c(c3)OCO4)c(=O)c2c1C | -18 | ·
COC(=O)c1c(N)sc(C(=O)Nc2ccccc2C)c1C | 6 | ·
CCN(CC)CCn1c(OC)cc(=O)[nH]c1=O | 13 | 78&62
CCN(CC)C(=O)C1CCCN(C/C(C)=C/c2ccccc2)C1 (centres undefined) | -14 | 88
Cc1nnc(SCC(=O)Nc2cc(C(F)(F)F)ccc2N2CCOCC2)o1 | 0 | 77
CCOc1cc(C)c(Cl)cc1S(=O)(=O)NCc1ccc2c(c1)OCO2 | -8 | 72
Cc1nc2cc(NC(=O)N3CCN(c4ccccn4)CC3)ccc2o1 | 4 | 118
O=c1c2cn[nH]c2nc(SCc2ccc3c(c2)OCCO3)n1-c1ccccc1 | -7 | 71

Reprinted at random: three records from the list.
SMILES | HePTP inh | BAP1 block
Cc1nc2cc(NC(=O)N3CCN(c4ccccn4)CC3)ccc2o1 | 4 | 118
COC(=O)c1c(N)sc(C(=O)Nc2ccccc2C)c1C | 6 | ·
Cc1ccc(C(=O)N(CC(=O)NC2CCCC2)Cc2cccs2)s1 | -1 | 94

Carrying on.
SMILES | HePTP inh | BAP1 block
Cc1ccc(C2C(C#N)=C(N)SC(N)=C2C#N)c(C)c1 | 12 | ·
C/C(=N\N=C\c1cccnc1)C1C(=O)c2ccccc2C1=O | -3 | ·
CC(C)(C)OC(=O)N1CCCC1C(=O)NC(Cc1ccccc1)C(=O)O (centres undefined) | 12 | 102
Cc1ccc2[nH]c(=O)c(-c3noc(C(C)C)n3)cc2c1 | 5 | 71
CC1(C)CC(=O)C2=C(C1)NC(SCC(=O)Nc1ccccc1)=C(C#N)C21CCCCC1 | -8 | ·
Cc1c(C(=O)N2CC(C)CC(C)C2)cccc1[N+](=O)[O-] (centres undefined) | · | 73
Cc1ccc(-c2csc3nc(C)n(-n4cccc4)c(=O)c23)o1 | 5 | 101
CCOc1cc(/C=C2\SC(=S)N(c3cccc(C)c3)C2=O)ccc1O | -5 | ·
O=S(=O)(NCCC1=CCCCC1)c1cccc2nsnc12 | 6 | 98
CSc1nc(NC(C)=O)nc(C)c1Cl | 12 | 99
CCN(CC)S(=O)(=O)c1ccc2[nH]cc(C(=O)NCCC3=CCCCC3)c(=O)c2c1 | 0 | 126
CCC(Sc1nc(-c2ccccc2)cc(-c2ccccc2)n1)C(=O)Nc1nnc(C)s1 (centres undefined) | -5 | 52
N[C@H]1CONC1=O | · | 89
CC(C)C(=O)Nc1ccc(NC(=O)c2cccs2)cn1 | 7 | 94
NC(=O)C1(N2CCCCC2)CCN(C(=S)Nc2ccc(Cl)cc2)CC1 | -28 | ·
Cc1cccc(OCC(=O)Nc2cc([N+](=O)[O-])ccc2Cl)c1 | 3 | ·
COc1ccccc1C(=O)N1CCN(C(=O)COc2cccc(C)c2)CC1 | 3 | 92
CCCOC(=O)Nc1ccccc1C(N)=O | 3 | 92
O=C(Nc1ccccc1Cl)c1ccc2c(c1)N(Cc1ccc(F)cc1)C(=O)CS2=O (centres undefined) | 2 | 92
CCNC(=O)NC(=O)COC(=O)c1ccccc1SCC(=O)NC(=O)NCC | 6 | i
N=c1c(C(=O)NC2CCCC2)cc2c(=O)n3ccccc3nc2n1C1CCCC1 | 11 | ·
Cc1ccc(S(=O)(=O)Oc2ccc(Nc3ccccc3)cc2)cc1 | 2 | ·
CCCS(=O)(=O)C(=C1NCCO1)S(=O)(=O)CCC | 8 | 109
Cc1nnc(C)n1/N=C/C=C/c1ccccc1 | -12 | 83

In the list so far, 8 contain an aryl thioether with sulfur outside any ring:
SMILES | HePTP inh | BAP1 block
CSc1ccc(/C=C2/SC(=O)N(CN3CCOCC3)C2=O)cc1 | 10 | ·
CSc1ccccc1NC(=O)COc1ccc(S(=O)(=O)N2CCCC2)cc1 | 4 | 75
CCSc1nnc2c(n1)OC=Nc1ccc(Br)cc1-2 | -2 | 99
Cc1nnc(SCC(=O)Nc2cc(C(F)(F)F)ccc2N2CCOCC2)o1 | 0 | 77
O=c1c2cn[nH]c2nc(SCc2ccc3c(c2)OCCO3)n1-c1ccccc1 | -7 | 71
CSc1nc(NC(C)=O)nc(C)c1Cl | 12 | 99
CCC(Sc1nc(-c2ccccc2)cc(-c2ccccc2)n1)C(=O)Nc1nnc(C)s1 (centres undefined) | -5 | 52
CCNC(=O)NC(=O)COC(=O)c1ccccc1SCC(=O)NC(=O)NCC | 6 | i

(more compounds)
SMILES | HePTP inh | BAP1 block
O=C(c1cc(-c2ccccc2)nc2ccccc12)N1CCCc2ccccc21 | -1 | ·
COc1cc2c(C#N)c(N3CCOCC3)nc(N)c2c(N)n1 | 2 | 57
O=C(O)c1cc(NC(=O)c2cccc(N3C(=O)c4ccccc4C3=O)c2)cc(C(=O)O)c1 | -2 | ·
COc1ccccc1C(=O)Nc1ncc(S(=O)(=O)c2ccc([N+](=O)[O-])cc2)s1 | 6 | ·
COc1ccc(C2(C(=O)O)CCCC2)cc1 | 3 | 95
CC1CN(C(=O)c2ccccc2)OC(c2ccc3c(c2)OCO3)O1 (centres undefined) | 4 | 104
Cc1ccc(-c2nnc(CSc3nncn3N)o2)cc1 | 8 | 103
Nc1cccc2c1C(=O)N(c1ccccc1O)C2=O | · | 80
CCOc1ccccc1N/C=C/C(=O)C(C)(C)C | -12 | 104
CC1CCc2nn(CC(=O)NCc3ccc(F)cc3)cc2C1 (centres undefined) | 10 | 100
CCc1cccc(C)c1NS(=O)(=O)c1c(C)cc(C)cc1C | -11 | ·
Cc1ccc(NC(=O)CC2SC(N)=NC2=O)c([N+](=O)[O-])c1 (centres undefined) | 6 | ·
COc1ccccc1OCC(=O)Nc1ccc(S(N)(=O)=O)cc1 | 2 | ·
Cc1nc(Nc2ccc3c(c2)OCCO3)c2nnn(Cc3ccccc3Cl)c2n1 | -10 | ·
CCc1ccc2oc(-c3ccc(C)c(NC(=O)c4ccc(F)cc4)c3)nc2c1 | · | 97
Cc1ccc(OCC(=O)NCc2ccco2)cc1C | 5 | 58
Cn1c(=O)c2c(nc(Br)n2CCSc2ncccn2)n(C)c1=O | 2 | 131
CC12CC(NC(=O)N1Cc1ccccc1)c1ccccc1O2 (centres undefined) | 9 | ·
c1ccc2c(c1)nc(N1CCOCC1)c1c3ccccc3[nH]c21 | -7 | ·
O=c1cc(CN2CCN(c3ccccc3)CC2)c2cc(O)c(-c3ccccc3)cc2o1 | 5 | 94
Cc1c(CN2CCC(C)CC2)c(=O)n(-c2ccccc2)n1C | 8 | 98
O=C(Nc1ccccc1C(=O)Nc1nccs1)c1ccccc1 | 7 | ·
CCN(CC)CCNc1nc2c(c(=O)[nH]c(=O)n2C)n1CC(O)COc1ccc(Cl)cc1Cl (centres undefined) | 13 | 94
COc1ccc(Nc2nc(CC(C)=O)ns2)cc1OC | 0 | 99
CC(=O)NC1CC2CCC(C1)N2Cc1ccc(C)cc1 (centres undefined) | 4 | 121
CC(C)(C)c1ccc(OCC(O)CN2CCN(c3ccccc3)CC2)cc1 (centres undefined) | 4 | ·
C=CCNC(=S)N/N=C/c1ccc(N(C)C)cc1 | 3 | ·
Cc1nc(C)c(-c2csc(Nc3cccnc3)n2)s1 | 9 | 90
CCOC(=O)c1c(NC(=O)CC23CC4CC(CC(Br)(C4)C2)C3)sc2c1CCCC2 | · | 89
Cc1cccc(OCC(=O)Nc2ccc(N(C)C)cc2)c1 | 2 | ·
CCCc1nc2ccccc2n1CC(O)COc1ccc(I)cc1 (centres undefined) | 3 | ·
CC(=O)Oc1ccc2c3c(c(=O)oc2c1)CCC3 | · | i
O=C1N=c2ccc(Cl)cc2=C1c1sc(NS(=O)(=O)c2ccccc2)nc1O | 16 | ·
CCOC(=O)N1CCC(N2Cc3cccc(C(=O)NCC4CCN(CC(C)C)C4)c3C2=O)CC1 (centres undefined) | -2 | 99
COc1ccccc1C1/C(=C(/O)c2ccccc2)C(=O)C(=O)N1CC(C)C (centres undefined) | 10 | 98
O=C(NCc1ccccn1)C(=O)N/N=C/c1ccc(Cl)cc1 | -18 | ·
CSc1nnc2n(C)c(=O)c3c4c(sc3n12)COC(C)(C)C4 | 5 | ·
CCn1c(CNC(=O)c2cccs2)nnc1SCC(=O)NCCc1ccccc1 | 7 | 132
COc1ccccc1/C=C/C(=O)c1c(-c2ccccc2)c2cc(Cl)ccc2[nH]c1=O | 2 | ·
O=C(O)c1ccccc1OCCOCCOc1ccccc1C(=O)O | -3 | 88
O=[N+]([O-])c1ccc(N2CCN(CCO)CC2)cc1NCc1ccc(Cl)cc1 | -10 | 106
COc1ccc(OC)c(N(CC(=O)NCCc2ccccc2)S(C)(=O)=O)c1 | 2 | ·
O=C1CS/C(=N/N=C/c2ccc(-c3ccc(Cl)cc3)o2)N1 | -9 | ·
CCC(=O)N1C(C(=O)N2CCCC2)CSC1c1ccc(OC)cc1 (centres undefined) | 5 | 94
O=C(Nc1ccc(-c2nc3ccccc3s2)cc1)c1ccc(Cl)c([N+](=O)[O-])c1 | 2 | ·
CC(C)c1ccc(S(=O)(=O)Nc2ccc3oc4c(c3c2)C(=O)CCC4)cc1 | · | 54
COc1ccc(-c2noc(CCC(=O)NC3CCCCC3)n2)cc1OC | 9 | 74
O=C(O)Cc1ccc(C(F)(F)F)cc1[N+](=O)[O-] | 1 | ·
CCOC(=O)C1CCN(C(=O)CSC2=NCCS2)CC1 | -4 | 94
COc1ccc(OCC(=O)c2c(O)c3ccccc3oc2=O)cc1 | 14 | 71
COc1ccc(-c2cc(C(=O)Nc3cc(OC)c(OC)c(OC)c3)no2)cc1OC | -8 | 114
CCN1CCCC1CNC(=O)CSCc1nc(-c2ccccc2C)oc1C (centres undefined) | 10 | 81
Cc1cccc(CN2CCC(CNC(=O)C3CCCN(S(=O)(=O)c4cnc[nH]4)C3)CC2)c1 (centres undefined) | 11 | 84
CCOc1cc2[nH]c(=S)n(CCOC)c(=O)c2cc1OCC | 2 | 83
Cc1cccc(N2C(=O)c3cccc([N+](=O)[O-])c3C2=O)n1 | 5 | ·

Compounds above that contain a thiophene ring, fused or not, in the order listed:
SMILES | HePTP inh | BAP1 block
Cc1ccc(C(=O)N(CC(=O)NC2CCCC2)Cc2cccs2)s1 | -1 | 94
CCOC(=O)c1sc2nc(C)n(/N=C/c3ccc4c(c3)OCO4)c(=O)c2c1C | -18 | ·
COC(=O)c1c(N)sc(C(=O)Nc2ccccc2C)c1C | 6 | ·
Cc1ccc(-c2csc3nc(C)n(-n4cccc4)c(=O)c23)o1 | 5 | 101
CC(C)C(=O)Nc1ccc(NC(=O)c2cccs2)cn1 | 7 | 94
CCOC(=O)c1c(NC(=O)CC23CC4CC(CC(Br)(C4)C2)C3)sc2c1CCCC2 | · | 89
CSc1nnc2n(C)c(=O)c3c4c(sc3n12)COC(C)(C)C4 | 5 | ·
CCn1c(CNC(=O)c2cccs2)nnc1SCC(=O)NCCc1ccccc1 | 7 | 132

High-throughput results from PubChem.
